Source: PubChem (Sanford-Burnham Center for Chemical Genomics)
NALP3 yeast inh – inhibitors of NALP3 inflammasome in yeast. Yeast reconstituted NLRP3/ASC/caspase-1, beta-gal luminescence, 24 h. inhibition, % at 10 µM. actives 0.39% (n = 330,000). AID 2825;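 active = inhibition of 50% or more; inactive = inhibition below 50%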;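 note: plate controls were induced DMSO wells for no effect and uninduced yeast grown without galactose for full effect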
tim10-1 inh – tim10-1 yeast growth inhibition | S. cerevisiae tim10-1 ts strain growth, BacTiter-Glo, 24 h | inhibition, % at 20 µM | actives 2.2% (n = 330,000) | AID 463190;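 active = inhibition of at least 40%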;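 note: mutant grown at 25 °C; 0% = DMSO wells with yeast and 100% = wells holding no yeast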
TIM10 inh – inhibits growth of TIM10 yeast strain; inhibition, % at 10 µM; AID 463195; actives 1.4% (n = 330,000); S. cerevisiae TIM10 strain growth, BacTiter-Glo luminescence, 24 h;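 active = inhibition of 40% or more at the single tested concentration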;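 note: wild-type TIM10 isogenic control strain grown at permissive 25 °C; 0% = DMSO yeast wells and 100% = minimal medium wells without yeast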
ATG4B inh – ATG4B (human) cysteine protease inhibition; ATG4B cleavage of LC3-PLA2, NBD-HPC fluorescence, 1 h; inhibition, % at 8.33 µM; Q9Y4P1; AID 504462; actives 0.51% (n = 340,000); in the data active = inhibition above about 40%
Target sequence (Q9Y4P1 whole entry, looked up): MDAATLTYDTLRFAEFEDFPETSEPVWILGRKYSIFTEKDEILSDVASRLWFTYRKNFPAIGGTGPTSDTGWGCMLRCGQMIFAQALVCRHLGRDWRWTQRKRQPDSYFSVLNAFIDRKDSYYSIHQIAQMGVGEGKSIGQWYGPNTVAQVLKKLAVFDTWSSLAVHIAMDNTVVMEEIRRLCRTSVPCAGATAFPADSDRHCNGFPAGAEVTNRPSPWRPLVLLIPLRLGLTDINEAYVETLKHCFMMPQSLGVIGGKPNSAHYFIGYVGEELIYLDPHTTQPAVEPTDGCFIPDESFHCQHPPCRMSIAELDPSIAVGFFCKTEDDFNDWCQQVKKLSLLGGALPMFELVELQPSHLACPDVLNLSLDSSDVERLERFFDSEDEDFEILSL
mIAP block – mouse IAP inhibition | purified mouse IAP, CDP-Star luminescence, 30 min | inhibition, % at 10 µM | actives 0.2% (n = 330,000);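 active = inhibition of at least 40% at 10 µM in the primary screen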;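 note: plate controls were DMSO with enzyme for no effect and no enzyme wells for full effect; values of inactives mirror those of a sister screen read the other way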
mIAP activ – mouse IAP activation | muIAP, CDP-Star luminescence, 30 min; hits give high values; 1 = vehicle-only enzyme signal, 0 = enzyme-free wells | AID 2805 | activation factor at 10 µM | actives 0.24% (n = 330,000);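 active = activation factor of at least 2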; note: the source names both 10 and 20 µM as test concentration; values of inactives mirror those of a sister screen read the other way
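System: Mouse IAP enzyme | Also added: CDP-Star substrate | Dosing: Compounds dispensed in DMSO | Schedule: 30 min enzyme-substrate-compound incubation at room temperature | Technique: Chemiluminescence readout | Control set: DMSO-only wells and no-enzyme negative control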
Apaf1 inhib – inhibitors of human Apaf-1 apoptosome; O14727; reconstituted apoptosome caspase-3 activity, DEVD-Rh110 fluorescence; inhibition, % at 20 µM; actives 0.71% (n = 330,000); AID 489030; active = inhibition of at least 40% at 20 µM;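 note: plate controls were DMSO wells for no effect and DEVD-CHO caspase inhibitor wells for full effect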
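Material: reconstituted apoptosome with Apaf-1, cytochrome c, caspase-9, procaspase-3, dATP; medium: pH 7.5 Hepes buffer with CHAPS, BSA, DTT; also added: cytochrome c and DEVD-Rh110 substrate; timing: 30 min plus 50 min, RT; signal: Rh110 fluorescence intensity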
hIAP inh – blocks human intestinal alkaline phosphatase; actives 0.12% (n = 330,000); purified IAP, CDP-Star luminescence, 30 min; inhibition, % at 10 µM; AID 2544;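 active = inhibition reaching a set limit with compound at 10 µM in the primary screen, cut at about 35% in these data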;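 note: plate controls were DMSO wells with enzyme for no effect and no-enzyme buffer wells for full effect; values of inactives mirror those of a sister screen read the other way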
Target sequence (P09923 whole entry, looked up): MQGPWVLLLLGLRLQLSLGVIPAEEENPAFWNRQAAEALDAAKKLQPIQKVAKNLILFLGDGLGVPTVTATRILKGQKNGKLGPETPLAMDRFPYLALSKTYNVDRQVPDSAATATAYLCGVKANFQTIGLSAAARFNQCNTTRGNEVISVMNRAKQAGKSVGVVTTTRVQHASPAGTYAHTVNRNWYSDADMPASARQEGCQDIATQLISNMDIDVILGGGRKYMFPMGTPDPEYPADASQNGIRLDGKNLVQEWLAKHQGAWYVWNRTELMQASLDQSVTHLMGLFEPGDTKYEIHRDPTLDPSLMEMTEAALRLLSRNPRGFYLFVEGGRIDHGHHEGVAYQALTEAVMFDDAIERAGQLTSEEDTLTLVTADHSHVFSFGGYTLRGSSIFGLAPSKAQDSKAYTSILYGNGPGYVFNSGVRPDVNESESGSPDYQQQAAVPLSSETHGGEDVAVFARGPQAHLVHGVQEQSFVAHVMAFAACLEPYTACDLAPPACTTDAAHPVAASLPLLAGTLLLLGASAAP
hIAP act – human IAP activation | P09923 | purified human IAP, CDP-Star luminescence, 30 min; hits give high values; 1 = vehicle-only enzyme, 0 = enzyme-free background | activation factor at 10 µM | actives 0.16% (n = 330,000) | AID 2524;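 active = activation factor of the enzyme at least 2-fold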; note: the source names both 10 and 20 µM as test concentration; values of inactives mirror those of a sister screen read the other way
* = called active by the depositor.

SMILES	NALP3 yeast inh	tim10-1 inh	TIM10 inh	ATG4B inh	mIAP block	mIAP activ	Apaf1 inhib	hIAP inh	hIAP act
COCCNC(=O)/C(C#N)=C/c1c(F)cccc1Cl	16	63*	66*	1	4	0.96	2	-1	1
CCCNC(=O)c1ccc(Cn2cc(-c3ccc(OC)cc3)nc2C(C)N)cc1 (stereo not given)	1	-2	-5	5	-2	1	8	-10	1.1
CCOc1ccccc1OCC(=O)Nc1ccc(OC)c(S(=O)(=O)N2CCCCC2)c1	34	15	5	-19	-2	1	8	-5	1
O=C(CN1CCN(Cc2ccc(F)cc2)CC1)Nc1nc2ccccc2s1	33	-1	2	-3	6	0.94	-1	-21	1.2
Cc1nc2ccccc2n1CC(=O)NCCN1CCCC1	-3	-17	1	-2	2	0.97	12	7	0.93
CCOC(=O)c1c(C)[nH]c(C(=O)COC(=O)c2cnc(C)cn2)c1C	15	20	1	-2	-5	1.1	-2	-1	1
Cc1cc(C(=O)C(C)OC(=O)c2cnccn2)c(C)n1-c1ccccc1 (stereo not given)	6	30	5	-1	0	1	17	2	0.97
Cc1csc(NC(=O)COc2ccc3c(c2)CCC3)n1	28	14	23	-5	3	0.97	5	24	0.76
COCCNC(=O)Cn1c(=O)n(Cc2ccc(C(=O)NCc3ccco3)cc2)c(=O)c2ccccc21	-5	-10	-3	4	6	0.94	-2	-5	1
COc1cccc(NC2=C(Cl)C(=O)OC2OC(=O)c2ccco2)c1 (stereo not given)	6	5	5	-4	2	0.98	0	24	0.76
CC(C)CNS(=O)(=O)c1ccc(CCC(=O)N2CCC(C(N)=O)CC2)cc1	12	-10	-14	-2	-16	1.2	3	11	0.89
CC(=NCCN1CCN(C(C)=C2C(=O)c3ccccc3C2=O)CC1)C1=C(O)CC(C)(C)CC1=O	-9	8	13	1	-6	1.1	3	8	0.93
Cc1ccc(C)c(S(=O)(=O)N2CCN(C(=O)c3sccc3C)CC2)c1	14	24	18	11	-2	1	10	4	0.96
COc1ccc(OC)c(-n2c(-c3cc(-c4ccc(F)cc4)n[nH]3)n[nH]c2=S)c1	14	8	8	1	2	0.98	4	-96	2
O=C(N/N=C\c1ccc(Cl)s1)C1COc2ccccc2O1 (stereo not given)	34	-1	26	-5	-4	1	-2	14	0.86
CCCCCCCCCCNC(=O)C(=O)Nc1ccccn1	6	3	-30	1	-6	1.1	5	-3	1
O=C(COC(=O)CN1C(=O)C2CCCCC2C1=O)NNC(=O)c1ccc(Cl)cc1 (stereo not given)	24	-11	-3	3	17	0.83	0	5	0.95
O=C(CN1CCCCC1)NCC(=O)Nc1ccc(F)c(F)c1F	6	-5	7	-1	-4	1	7	-6	1.1
O=C(CSc1nnc(-c2ccc(Cl)cc2)n1Cc1ccco1)NCc1ccc2c(c1)OCO2	0	28	38	-6	-5	1.1	15	-18	1.2
COc1ccc(CNC(=O)COC(=O)C2CCN(S(=O)(=O)c3ccccc3C(F)(F)F)CC2)cc1	6	17	5	-11	-9	1.1	12	-15	1.2
O=C(NCC(=O)N(c1cccnc1)C(C(=O)NC1CCCCC1)c1ccccc1)c1ccco1 (stereo not given)	14	-7	-12	1	-15	1.2	-1	-12	1.1
COc1ccccc1-c1nc2c(c(SCC(=O)N3CCCCC3)n1)Cc1c(CO)cnc(C)c1O2	11	1	11	-10	-2	1	13	8	0.92
C/C(Cc1ccccc1)=N/NC(=O)CCCC(=O)N/N=C(/C)Cc1ccccc1	-7	9	6	-13	-1	1	-1	9	0.91
COCCn1c(SCC(=O)Nc2cccc(C)c2)nnc1C(C)C	-3	8	12	9	1	0.99	1	-11	1.1
O=C(CNC(=O)c1ccc(Br)cc1)NCC(=O)OCC(=O)c1ccc([N+](=O)[O-])cc1	5	13	1	7	6	0.94	5	2	0.98

The list goes on, starting with the last three of the part before.
SMILES	NALP3 yeast inh	tim10-1 inh	TIM10 inh	ATG4B inh	mIAP block	mIAP activ	Apaf1 inhib	hIAP inh	hIAP act
C/C(Cc1ccccc1)=N/NC(=O)CCCC(=O)N/N=C(/C)Cc1ccccc1	-7	9	6	-13	-1	1	-1	9	0.91
COCCn1c(SCC(=O)Nc2cccc(C)c2)nnc1C(C)C	-3	8	12	9	1	0.99	1	-11	1.1
O=C(CNC(=O)c1ccc(Br)cc1)NCC(=O)OCC(=O)c1ccc([N+](=O)[O-])cc1	5	13	1	7	6	0.94	5	2	0.98
CCC(C)(C)n1nnnc1C(c1cccc(C#N)c1)N1CCN(c2cc(C)ccc2C)CC1 (stereo not given)	12	4	18	-6	-8	1.1	18	8	0.92
CC1CN(C(=O)CN2C(=O)NC(C)(c3ccccc3)C2=O)CC(C)O1 (stereo not given)	1	4	-9	1	7	0.93	-22	3	0.97
COc1ccc(NC(=O)CSc2nc3c(c(=O)n2-c2ccc(C)cc2)SCC3)c(OC)c1	5	30	17	11	12	0.88	10	6	0.94
CCCCCCNC(=O)c1c(O)c2cccc3c2n(c1=O)CCC3	17	-18	-3	12	9	0.91	5	1	0.99
CC(C)CNC(=S)N(Cc1ccco1)Cc1cc2cc3c(cc2[nH]c1=O)OCCO3	8	12	4	-5	17	0.83	11	1	0.99
Cc1ccccc1N=C/C=C1\N(C)c2ccccc2C1(C)C	13	7	2	-6	8	0.92	6	23	0.77
Cc1cccc(-n2ncc3c2CCCC3NC(=O)CCc2ccncc2)c1C (stereo not given)	10	-2	7	-3	-6	1.1	6	-33	1.3
CN(Cc1ccc(F)cc1)C(=O)C(Cc1ccccc1)NC(=O)c1ccccc1 (stereo not given)	12	1	8	7	-1	1	11	-6	1.1
CCN(CC)CCN(C(=O)c1ccc(S(=O)(=O)N2CCOCC2)cc1)c1nc2cc3c(cc2s1)OCCO3	-4	32	41*	-2	12	0.88	2	-7	1.1
C/C(N)=C(/C#N)C(=O)COC(=O)c1cc(-c2cccc(Br)c2)nc2ccccc12	10	24	9	-1	-9	1.1	10	-2	1
COc1ccc(OCC(=O)Nc2c3c(nn2-c2ccc(OC)cc2)CS(=O)(=O)C3)cc1	10	-16	1	5	2	0.98	1	-14	1.1
CCCCCCCCCC[n+]1cccc(C(=O)N(CC)CC)c1	19	1	5	0	-1	1	2	-4	1
COCCn1nnnc1C(c1cc2cc(OC)c(OC)cc2[nH]c1=O)N1CCN(c2ccc(O)cc2)CC1 (stereo not given)	3	12	-2	-2	-3	1	-2	8	0.92
CCCC(=O)Nc1ccccc1N1CCN(C(=O)c2ccccc2)CC1	-5	11	7	0	0	1	1	7	0.93
COc1ccc(C2(C)NC(=O)N(CC(=O)NC3CCCC3)C2=O)cc1OC (stereo not given)	-2	-5	3	4	-8	1.1	8	0	1
CCn1c(=O)c(C(=O)NNC(=O)c2ccccc2F)c(O)c2ccccc21	0	-9	13	-11	4	0.96	3	0	1
COc1ccc(NC2CCCN(C(=O)c3ccc(C)nc3)C2)cc1 (stereo not given)	16	1	-3	-7	14	0.86	2	2	0.97
Cc1ccc(NC(=O)CSc2nnc(CNC(=O)c3c(F)cccc3Cl)o2)cc1	18	10	-1	-4	5	0.95	1	5	0.95
Cc1ccc(-n2nc3c(=O)n(CC(=O)NCc4ccccc4)nc(C)c3c2C)cc1	8	13	5	-2	2	0.98	-1	-19	1.2
COc1ccc2nc(Nc3nc4ccc(NC(C)=O)cc4s3)sc2c1	13	30	25	-6	5	0.95	3	-93	1.9
NC1=NC(=O)CC(C(=O)Nc2cccc3ccccc23)S1 (stereo not given)	2	-4	-7	-8	-3	1	2	14	0.86
COc1ccc(CCOC(=O)c2cccc(NC(C)=O)c2)cc1	21	22	-21	8	6	0.94	1	-2	1
COc1ccc(NS(=O)(=O)c2ccc(N3CCCC3)c(N)c2)cc1	-3	4	-3	1	-6	1.1	7	-10	1.1
Cc1ccc(NC(=S)NC(=O)c2ccc(F)cc2)cc1S(=O)(=O)Nc1cccc(Cl)c1	4	12	-28	-3	19	0.81	10	-4	1
Cc1ccc(Nc2nnc(SC/C(O)=C(\C#N)c3nc4ccccc4[nH]3)s2)c(C)c1	23	34	7	19	19	0.81	1	-21	1.2
Later entries.
SMILES	NALP3 yeast inh	tim10-1 inh	TIM10 inh	ATG4B inh	mIAP block	mIAP activ	Apaf1 inhib	hIAP inh	hIAP act
CCOC(=O)c1cnc(-n2[nH]c(C)c(Cc3ccccc3)c2=O)[nH]c1=O	13	9	4	1	8	0.92	-3	-50	1.5
Cn1c(=O)c(C(=O)NCCO)c(O)c2ccccc21	14	-10	5	-4	2	0.98	-5	-10	1.1
CC(SC1=Nc2ccccc2C2CC=NN12)C(=O)NC1(C#N)CCCCC1 (stereo not given)	13	18	4	1	-12	1.1	11	7	0.93
CN(C)CCN1C(=O)C(=O)/C(=C(/O)c2ccccc2)C1c1ccccc1F (stereo not given)	-10	-12	-2	4	-4	1	-6	-4	1
COc1cc(-c2cc(C(F)(F)F)n3ncc(C(=O)O)c3n2)cc(OC)c1OC	-17	1	-15	-9	0	1	-3	-2	1
Cc1ccccc1OCC(=O)Nc1cc(S(=O)(=O)N2CCOCC2)ccc1N1CCCC1	21	20	14	2	-1	1	18	10	0.9
CCCOc1ccc(-c2nnn(CC(=O)OCC)n2)cc1	-4	13	-5	-8	1	0.99	13	-9	1.1
N#CCC(=O)Nc1ccc(C(=O)OCC(=O)Nc2cccc(C(F)(F)F)c2)cc1	6	-5	-14	-7	-5	1	7	-3	1
COc1ccc(CN(C)C(=O)c2ccc3ccccc3n2)cc1F	11	30	-9	-6	4	0.96	-1	-2	1

Structural class: the entries above containing a Cl atom
SMILES	NALP3 yeast inh	tim10-1 inh	TIM10 inh	ATG4B inh	mIAP block	mIAP activ	Apaf1 inhib	hIAP inh	hIAP act
COCCNC(=O)/C(C#N)=C/c1c(F)cccc1Cl	16	63*	66*	1	4	0.96	2	-1	1
COc1cccc(NC2=C(Cl)C(=O)OC2OC(=O)c2ccco2)c1 (stereo not given)	6	5	5	-4	2	0.98	0	24	0.76
O=C(N/N=C\c1ccc(Cl)s1)C1COc2ccccc2O1 (stereo not given)	34	-1	26	-5	-4	1	-2	14	0.86
O=C(COC(=O)CN1C(=O)C2CCCCC2C1=O)NNC(=O)c1ccc(Cl)cc1 (stereo not given)	24	-11	-3	3	17	0.83	0	5	0.95
O=C(CSc1nnc(-c2ccc(Cl)cc2)n1Cc1ccco1)NCc1ccc2c(c1)OCO2	0	28	38	-6	-5	1.1	15	-18	1.2
Cc1ccc(NC(=O)CSc2nnc(CNC(=O)c3c(F)cccc3Cl)o2)cc1	18	10	-1	-4	5	0.95	1	5	0.95
Cc1ccc(NC(=S)NC(=O)c2ccc(F)cc2)cc1S(=O)(=O)Nc1cccc(Cl)c1	4	12	-28	-3	19	0.81	10	-4	1
